FAS-TE inh – FAS thioesterase domain inhibitors, primary screen, biochemical, fluorescence intensity, uHTS | Fatty acid synthase (Homo sapiens), P49327 | recombinant FAS-TE, OMFH fluorogenic substrate, fluorescence endpoint | inhibition, % at 15 µM | hit rate 0.67% among 360,000 | AID 602261, 2012;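 active = compounds whose normalised, plate-corrected inhibition of enzyme fluorescence in the single-dose primary screen is 50% or more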;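 note: 0% = DMSO with enzyme and 100% = substrate without enzyme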
PABP1 MLLE inh – inhibitors of PABP1 MLLE–PAM2 peptide binding, primary screen, biochemical, fluorescence polarization, FITC-PAM2, GST-MLLE. Polyadenylate-binding protein 1 (Homo sapiens), P11940. inhibition, % at 20 µM. hit rate 0.36% among 360,000; in the data active = inhibition above about 35%, passing the limit was not always enough;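 note: plate controls were DMSO wells with GST-MLLE for no effect and wells lacking GST-MLLE protein for full effect; some results filed as inactive read as strong as hits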
Rpn11 inh – Rpn11 (PSMD14) deubiquitinase inhibitors, primary screen, biochemical, fluorescence polarization, uHTS | 26S proteasome non-ATPase regulatory subunit 14 (Homo sapiens), O00487 | human 26S proteasome, Ub4-pepOG fluorescence polarization; 20S core pre-blocked with epoxomicin | calls only at 20 µM | hit rate 0.59% among 360,000 | AID 588493, 2011;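 active = inhibition at 20 µM, scaled to each plate's controls, above about 33%, limit read from the data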
Target sequence (O00487 whole entry, looked up): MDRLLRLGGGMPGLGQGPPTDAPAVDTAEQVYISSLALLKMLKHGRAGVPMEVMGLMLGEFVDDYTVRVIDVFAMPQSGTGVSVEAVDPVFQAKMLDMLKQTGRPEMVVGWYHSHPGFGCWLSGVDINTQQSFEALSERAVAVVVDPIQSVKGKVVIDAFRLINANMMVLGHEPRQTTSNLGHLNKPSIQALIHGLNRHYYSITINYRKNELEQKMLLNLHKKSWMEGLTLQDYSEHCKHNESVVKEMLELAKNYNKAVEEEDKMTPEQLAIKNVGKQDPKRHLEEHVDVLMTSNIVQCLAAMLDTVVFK
MT1-MMP act inh – blockers of MT1-MMP proenzyme processing, primary screen, HT1080 RFP-PRO-GFP cells, GFP/RFP fluorescence | Matrix metalloproteinase-14 (Homo sapiens), P50281 | GFP/RFP ratio change, % at 20 µM | hit rate 0.061% among 360,000 | GFP/RFP ratio fluorescence, overnight; percent of plate control window, DMSO zero | AID 651647, 2012;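 active = GFP/RFP ratio change of at least 30% with cell ATP level not reduced by more than half and red fluorescence within 50% of control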; note: strong numbers were not always called active
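Assay system: RFP-PRO-GFP reporter HT1080 cells; read-out basis: GFP/RFP fluorescence ratio; benchmarks: DMSO wells and RFP-L50D-GFP cells; doses: 20 µM single dose, 1% DMSO; schedule: overnight cell settling, then overnight compound exposure, 37 °C, 5% CO2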
CSN inh – inhibitors of CSN-mediated cullin deneddylation, primary screen, biochemical, fluorescence polarization, uHTS. COP9 signalosome complex subunit 5 (Homo sapiens), Q92905. Purified CSN, SCF-Nedd8-OG deneddylation. inhibition, % at 12.5 µM. hit rate 0.38% among 360,000. AID 651999, 2013;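 active = pattern-corrected inhibition above about 35%, with an unprinted fluorescence ratio check between 0.5 and 1.5, limit read from the data, passing the limit was not always enough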;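 note: 0% = enzyme with substrate and 100% = substrate without enzyme; some results filed as inactive read as strong as hits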
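Schedule: reaction 90 min, room temperature / Assay system: HEK293T-derived human Csn5 enzyme / Input: Csn5 at 0.24 nM final / Measure: inhibition of Csn5 cleavage, % / Control set: substrate-only high control, full reaction low control / Technique: fluorescence polarization of the substrate / Buffer or medium: Tris/NaCl/DTT buffer, pH 7.5 / Reagent: SCFSkp2-Nedd8OG substrate at 10 nM final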
SKN-1 block – suppressors of acrylamide-induced Pgst-4::GFP reporter in worms, primary screen, SKN-1 inhibitor project, whole organism, uHTS, GFP/RFP fluorescence ratio, strain VP596; C. elegans VP596 Pgst-4::GFP/RFP ratio, 24 h; inhibition, % at 21.8 µM; hit rate 0.49% among 360,000; AID 624304, 2012;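 active = interference check ratio from 0.5 to 1.5 plus GFP to RFP signal ratio inhibition reaching or exceeding a fixed threshold, cut at about 30% in these data, passing the limit was not always enough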; note: some compounds called inactive have numbers as strong as hits
NadD inh – inhibitors of S. aureus NadD, primary screen, biochemical, colorimetric, uHTS; Nicotinate-nucleotide adenylyltransferase NadD (Staphylococcus aureus N315); purified NadD enzyme, colorimetric absorbance read-out; inhibition, % at 20 µM; hit rate 0.78% among 360,000; in the data active = inhibition above about 26%; note: some compounds past the cut are filed as inactive
Rin1 Abl inh – inhibitors of Rin1-Abl protein binding, primary screen, biochemical, TR-FRET. Tyrosine-protein kinase ABL1 (Homo sapiens) + Ras and Rab interactor 1 (Homo sapiens), …. inhibition, % at 7.35 µM. hit rate 0.4% among 360,000; in the data active = inhibition above about 5%, passing the limit was not always enough
Neddyl block – inhibitors of cullin neddylation, primary screen, biochemical, TR-FRET, uHTS, NAE and Ubc12; NEDD8-conjugating enzyme Ubc12 (Homo sapiens) + NEDD8-activating enzyme E1 regulatory …; AID 651699, 2012; hit rate 0.58% among 360,000; calls only at 25 µM; in the data active = inhibition above about 36%
Target sequence (P61081 whole entry, looked up): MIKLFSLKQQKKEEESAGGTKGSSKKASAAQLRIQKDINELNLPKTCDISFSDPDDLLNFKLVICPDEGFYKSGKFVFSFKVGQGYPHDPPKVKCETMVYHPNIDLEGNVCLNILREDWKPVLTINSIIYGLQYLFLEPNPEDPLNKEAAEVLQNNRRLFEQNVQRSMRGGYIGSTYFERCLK
Target sequence (Q13564 whole entry, looked up): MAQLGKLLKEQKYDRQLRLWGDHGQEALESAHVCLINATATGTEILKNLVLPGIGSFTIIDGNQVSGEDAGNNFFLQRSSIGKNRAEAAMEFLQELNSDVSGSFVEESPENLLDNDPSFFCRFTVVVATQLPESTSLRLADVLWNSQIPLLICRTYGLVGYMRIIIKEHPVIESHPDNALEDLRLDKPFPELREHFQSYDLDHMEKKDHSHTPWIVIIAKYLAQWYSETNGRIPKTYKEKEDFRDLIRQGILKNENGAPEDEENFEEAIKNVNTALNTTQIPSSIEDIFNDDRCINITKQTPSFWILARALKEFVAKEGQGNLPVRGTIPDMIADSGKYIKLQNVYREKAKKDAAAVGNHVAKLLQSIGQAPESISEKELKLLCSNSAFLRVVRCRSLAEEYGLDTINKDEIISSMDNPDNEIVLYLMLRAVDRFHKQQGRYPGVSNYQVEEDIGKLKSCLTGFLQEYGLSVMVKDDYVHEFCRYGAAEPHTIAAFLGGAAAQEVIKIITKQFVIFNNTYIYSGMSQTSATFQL
* marks the source's active call; other numbers are inactive results; i = inactive; · = no result given; + = active, no number.

SMILES	FAS-TE inh	PABP1 MLLE inh	Rpn11 inh	MT1-MMP act inh	CSN inh	SKN-1 block	NadD inh	Rin1 Abl inh	Neddyl block
O=C(CN1C(=O)CSC1=O)N1CCc2ccccc2C1	-6.2	-3.7	i	-1.1	-2.0	-8.1	1.1	-4.0	i
COc1ccc(C(=O)Nc2ccc(S(=O)(=O)N3CCN(C)CC3)cc2)cc1[N+](=O)[O-]	1.5	-14.2	i	0.8	3.6	-8.5	-0.3	0.3	i
O=C(O)Cc1ccc2sc(-c3ccccc3)nc2c1	-6.8	-8.1	i	3.6	-1.8	-3.8	0.0	-2.7	i
Cc1noc(C)c1S(=O)(=O)Nc1ccc2c(c1)C(=O)N([C@H](C)CO)C[C@H](C)[C@@H](CN(C)C(=O)CCCN(C)C)OCCCC[C@@H](C)O2	-1.9	-11.7	i	3.5	-3.5	13.1	-10.5	4.2	i
Fc1cccc(NC(=S)NCC(c2cccnc2)N2CCOCC2)c1 (stereo not drawn)	-6.7	14.7	i	1.4	-5.7	14.1	-3.8	·	i
CCOc1cc(CNn2c(C)nnc2SCC(=O)NC(C)(C)C)ccc1OCC(=O)NC(C)(C)C	-2.4	-25.8	i	2.2	2.1	6.8	-5.1	2.4	i
COc1ccc(C(=S)N2CCOCC2)cc1OC(=O)c1cc([N+](=O)[O-])c(C)c([N+](=O)[O-])c1	28.1	17.8	i	3.0	3.9	12.2	19.5	-3.2	i
O=C(COc1cccnc1[N+](=O)[O-])Nc1ccc2c(c1)CCC2	13.7	1.3	i	-0.5	6.7	-23.7	-3.9	0.3	i
CC(C)(C)CN1CCNC(=O)C1CC(=O)NCCc1ccccc1C(F)(F)F (stereo not drawn)	-5.6	7.7	i	-2.7	-4.3	0.6	-4.5	1.9	i
Cc1cccc(NC(=O)NCC2CCN(c3ccc(S(=O)(=O)N4CCOCC4)cc3)CC2)c1	7.7	-5.7	i	-2.5	0.1	-1.3	2.8	1.0	i
Cn1cccc1/C=N/NC(=O)c1ccco1	-4.2	-0.9	i	1.0	1.4	5.7	-0.7	-0.8	i
Cc1sc(NC(=O)CN2CCOCC2)c(C#N)c1C	-7.4	-6.3	i	1.9	-2.3	-5.6	-6.5	2.9	i
Cc1cc(OC(C)C(=O)NCCCN2CCOCC2)ccc1Cl (stereo not drawn)	-4.0	4.6	i	0.5	0.4	14.4	1.2	2.6	i
CCCCNC(=O)CC1Nc2ccccc2NC1=O (stereo not drawn)	-8.8	2.5	i	-1.5	1.4	-12.0	5.4	-3.7	i
COc1ccc(C(CNC(=O)c2ccccc2C)N2CCCC2)cc1 (stereo not drawn)	-3.7	-11.8	i	2.2	-1.8	1.9	2.2	1.4	i
COc1ccc(CCNC(=O)COC(=O)CSc2ccc([N+](=O)[O-])cc2)cc1OC	-0.9	13.9	i	-5.2	0.0	12.9	-4.1	3.6	i
Cc1c(Cl)c([N+](=O)[O-])nn1CC(=O)NCc1cccnc1	-1.9	-3.6	i	0.1	-0.6	0.0	0.2	-2.3	i
CCSc1nc(-c2ccc(OC)cc2)n(-c2nc3ccccc3s2)n1	22.0	-41.7	i	-11.6	6.2	-5.3	11.4	-1.2	i
N=c1c(C(=O)NCc2ccc(F)cc2)cc2c(=O)n3ccccc3nc2n1CC1CCCO1 (stereo not drawn)	-7.6	-14.8	i	-1.7	3.3	-4.0	4.7	-2.3	i
COC(=O)c1c(-c2ccncc2)csc1NC(=O)c1ccoc1C	-5.1	-4.7	i	5.9	4.2	-10.9	-6.2	1.4	i
CC(=O)Nc1ccc(NS(=O)(=O)c2cc(-c3cnc(C4CC4)o3)ccc2C)cc1	-3.0	4.7	i	2.9	-4.1	5.6	-1.3	4.3	i
CC1CCc2c(sc3c2C2=NS(=O)(=O)CCN2C=N3)C1 (stereo not drawn)	0.3	-0.8	i	2.2	-1.4	-2.6	1.9	2.9	i
CCOc1ccc(Oc2ccccc2NC(=O)CCc2nc3ccccc3c(=O)[nH]2)cc1	1.9	-11.9	i	-0.9	0.1	21.3	1.9	-3.8	i
O=C1OC(NC(=O)c2ccccc2)C(n2cc(CO)nn2)=C1Cl (stereo not drawn)	-2.0	32.1	i	-0.8	0.9	-3.5	-5.9	0.8	i
CCOC(=O)N1CCN(C(=O)c2cccc(NC3=NC4CS(=O)(=O)CC4S3)c2)CC1 (stereo not drawn)	-7.5	-14.7	i	4.2	-2.5	2.8	-0.2	2.9	i

Random excerpt: three compounds from above, in no set order.
SMILES	FAS-TE inh	PABP1 MLLE inh	Rpn11 inh	MT1-MMP act inh	CSN inh	SKN-1 block	NadD inh	Rin1 Abl inh	Neddyl block
Fc1cccc(NC(=S)NCC(c2cccnc2)N2CCOCC2)c1 (stereo not drawn)	-6.7	14.7	i	1.4	-5.7	14.1	-3.8	·	i
N=c1c(C(=O)NCc2ccc(F)cc2)cc2c(=O)n3ccccc3nc2n1CC1CCCO1 (stereo not drawn)	-7.6	-14.8	i	-1.7	3.3	-4.0	4.7	-2.3	i
COc1ccc(C(=S)N2CCOCC2)cc1OC(=O)c1cc([N+](=O)[O-])c(C)c([N+](=O)[O-])c1	28.1	17.8	i	3.0	3.9	12.2	19.5	-3.2	i

Further results
SMILES	FAS-TE inh	PABP1 MLLE inh	Rpn11 inh	MT1-MMP act inh	CSN inh	SKN-1 block	NadD inh	Rin1 Abl inh	Neddyl block
O=C(OCc1ccc2c(c1)OCO2)c1cccc(S(=O)(=O)N2CCCCC2)c1	26.7	3.8	i	0.7	2.3	-2.7	2.8	1.7	i
Cc1cc(C)cc(NC(=S)N(Cc2ccc(Cl)cc2)Cc2ccc(C(=O)O)cc2)c1	14.5	-34.5	i	5.0	-5.5	5.9	8.7	-1.6	i
COC(=O)COc1ccc(S(=O)(=O)N2CCCCCC2)cc1C	-3.5	4.4	i	-1.0	-2.6	-1.5	-4.9	-0.1	i
CCCNC(=O)/C=C/c1ccc(C(C)C)cc1	-7.9	-0.9	i	-1.0	-2.9	11.8	1.6	-0.2	i
O=C1c2ccc3c4c(ccc(c24)C(=O)N1c1cccc(O)c1)C(=O)N(c1cccc(O)c1)C3=O	-23.4	2.3	i	-1.2	-1.8	-20.1	-6.7	-6.8	i
CCC(CC)C(=O)N(C)c1c(C)nc2c(OCCOc3ccccc3)cccn12	-18.6	-19.1	i	-4.0	1.1	9.6	1.9	0.7	i
O=C(c1cc(COc2ccc3c(c2)CCCC3)on1)N1CCCC1	-23.8	-2.9	i	-2.2	-3.6	23.1	-4.5	2.0	i
Cc1cc(C)c(NC(=O)CN2CCN(C)CC2)c(C)c1	-7.4	-3.7	i	-0.4	-2.4	4.3	-4.7	0.0	i
C/C(=N\NC(=O)c1ccc(CSc2nncn2C)cc1)c1ccc(C#N)cc1	-12.9	1.5	i	6.8	0.5	0.5	2.4	-5.5	i
CC(C)n1cc(C(=O)N2CCCC(N3CCN(c4cccc(Cl)c4)CC3)C2)cn1 (stereo not drawn)	1.2	-0.3	i	-1.4	0.2	0.1	-1.7	4.2	i
CC(Sc1ccc(S(=O)(=O)N2CCCCCC2)cn1)C(N)=O (stereo not drawn)	-2.7	1.5	i	-1.0	0.5	7.7	-2.6	2.7	i
CN(C)/C=N/c1nc2ncc(-c3ccc(Cl)cc3)c(/N=C/N(C)C)n2n1	-2.1	-3.4	i	1.5	2.0	-3.9	2.1	1.8	i
CCOC(=O)N1CCN(c2cc3nccnc3cc2F)CC1	-3.5	-0.5	i	0.6	-1.9	9.4	-9.5	1.5	i
O=C(Cn1cc(C(F)(F)F)cc(Cl)c1=O)NCc1ccc(F)cc1	-5.4	3.4	i	-0.6	5.1	-6.3	-5.3	1.5	i
O=C(CN1C(=O)c2ccccc2C1=O)Nc1ccccc1	-1.4	-4.6	i	0.1	-1.8	-0.4	7.7	-1.8	i
O=C(CCN1CCOCC1)Nc1ccc(Cl)cc1	-8.5	-4.0	i	1.9	-0.2	13.0	-3.8	0.0	i
Cc1c(C(=O)N2CCCC2)sc(NC(=O)c2ccco2)c1C#N	-7.5	-17.4	i	-5.9	0.2	-9.5	4.7	1.3	i
O=C(Nc1cc(Br)ccc1F)c1nc[nH]c1C(=O)NCc1ccccc1	8.7	2.7	i	5.0	-2.3	-10.3	-4.9	1.7	i
Cc1ccc(S(=O)(=O)N2CCOC2CNC(=O)C(=O)NCc2ccc(Cl)cc2)cc1 (stereo not drawn)	7.4	-1.9	i	4.9	-3.0	5.3	-5.3	3.6	i
CCCN(CCC)c1ccc(C(O)c2nnc(-c3ccccc3)o2)cc1 (stereo not drawn)	-5.3	2.1	i	4.7	4.3	6.0	3.7	0.8	i
Cc1ccc(NC(=O)Cn2ccsc2=N)c([N+](=O)[O-])c1	-11.9	8.0	i	2.9	-7.8	-3.2	-4.4	0.5	i
CCOC(=O)C1=C(c2ccccc2)NC(=O)NC1c1ccc(OC)cc1OC (stereo not drawn)	-0.1	-4.5	i	0.7	-2.7	0.4	-2.9	0.2	i
COc1cc(CNCCSc2nnnn2C)cc(Br)c1OCc1ccccc1F	-2.9	8.7	i	2.1	-4.8	-3.2	-1.8	-4.8	i
CCOC(=O)C1CC(c2ccccc2)=NNC1=O (stereo not drawn)	2.5	0.8	i	-1.4	-3.7	3.0	4.7	3.0	i
O=C(NNC(=O)c1ccccc1C(=O)O)c1ccc(O)cc1	-4.2	8.5	i	0.0	5.8	6.6	5.9	0.2	i
Continued.
SMILES	FAS-TE inh	PABP1 MLLE inh	Rpn11 inh	MT1-MMP act inh	CSN inh	SKN-1 block	NadD inh	Rin1 Abl inh	Neddyl block
COc1cc(/C=C2\SC(=O)N(CC(=O)Nc3ccc(C)cc3)C2=O)cc(Cl)c1OCC(=O)O	2.3	-5.3	+	-4.4	19.9	3.6	25.3	-0.9	i
CCCCNC(=O)c1onc(CSc2ccc(F)cc2)c1C(=O)O	-5.0	-5.4	i	-1.4	-2.8	12.5	-2.7	1.5	i
Cc1ccc(NC(=O)CC2CCCC2)c(Br)c1	-2.9	-7.0	i	-0.2	0.4	4.7	-0.2	4.8	i
COc1ccc(NC(=O)CN(C)C(=O)c2ccc(NS(=O)(=O)c3ccc(F)cc3)cc2)cc1	-5.2	-9.7	i	1.3	-0.3	-2.8	-0.6	1.7	i
Cc1cccc(CCNC(=O)c2cc(S(=O)(=O)N3CCCCC3)c[nH]2)c1	-1.3	3.3	i	-2.9	3.0	5.3	-6.3	-0.1	i
COc1cccc(NC(=O)CCCOc2cc(=O)n(C)c3ccccc23)c1	-1.3	2.2	i	13.1	-0.4	-11.6	8.4	2.5	i
COc1ccccc1N(CC(=O)NCC1CCCO1)C(=O)CCC(=O)Nc1cc(C)on1 (stereo not drawn)	-7.7	10.3	i	0.0	-5.3	-5.1	1.0	-0.2	i

Compound activity from PubChem BioAssay.
